mIDH1 inhibitor: inhibitors of human mutant IDH1 R132H; hit rate 0.093% among 390,000; O75874; IDH1-R132H enzyme, NADPH consumption, diaphorase/resazurin fluorescence; Potency, µM (series often up to 76.6 µM), inactives show at the top dose activity change, negative = inhibition, hits mostly inhibitors; also: potency is read from the fitted curve at half-maximal effect; % is scaled to controls: 0 for no effect and ±100 for the full control effect; nearly all actives have a fitted effect of over 65% in size
Target sequence (O75874 whole entry R132H, stated change not applied): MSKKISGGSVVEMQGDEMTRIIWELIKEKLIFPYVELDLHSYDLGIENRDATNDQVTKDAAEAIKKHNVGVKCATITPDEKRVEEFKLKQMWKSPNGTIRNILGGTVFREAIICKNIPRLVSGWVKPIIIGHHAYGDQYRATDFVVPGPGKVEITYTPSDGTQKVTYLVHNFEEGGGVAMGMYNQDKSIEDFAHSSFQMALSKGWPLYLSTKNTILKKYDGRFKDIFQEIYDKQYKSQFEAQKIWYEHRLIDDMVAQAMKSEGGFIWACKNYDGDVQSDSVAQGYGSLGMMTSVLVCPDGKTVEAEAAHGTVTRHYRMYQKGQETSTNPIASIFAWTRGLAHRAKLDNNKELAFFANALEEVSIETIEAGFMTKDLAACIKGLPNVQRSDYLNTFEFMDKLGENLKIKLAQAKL
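IDH1-R132H (0.5 ug/mL) preincubated 30 min with compound, then NADPH (0.016 mM) and alpha-KG (2 mM) added; 80 min at RT, pH 7.5. Remaining NADPH coupled via diaphorase/resazurin to fluorescence (540/590 nm); concentration-response curves normalized to no-enzyme control.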
Vif-A3F inh: blocks the Vif interaction with APOBEC3F; HeLa A3F-eYFP + Vif (tagged APOBEC3F with the HIV-1 protein that degrades it), YFP fluorescence increase; Potency, µM (series often up to 46.1 µM), for the others: at the top dose activity, negative = active; hit rate 0.2% among 390,000; AID 602313; also: potency is read from the fitted curve at half-maximal effect; % of control where 0% means no effect; nearly all actives have a fitted effect of over 65% in size
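Fluorescence increase (Ex 488/Em 500-530) after overnight compound treatment at 37 deg C flags inhibition of Vif-driven A3F-eYFP loss in stable HeLa A3F-eYFP/Vif cells seeded overnight beforehand.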
RXFP1 ag: RXFP1 (human) receptor agonism; Q9HBX9; HEK293T-RXFP1 cAMP TR-FRET, 30 min; response scale: percent of porcine relaxin response, buffer zero; Potency, µM (top dose mostly 57.5 µM), for the others: top-dose activation, usual class: activators; hit rate 0.3% among 370,000; AID 2676; also: potency is read from the fitted curve at half-maximal effect; % is scaled to controls: 0 for no effect and ±100 for the full control effect; nearly all actives have a fitted effect of over 60% in size; many of its hits are not listed in these tables
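cAMP rise read by TR-FRET after 30 min, 37C compound exposure (up to 58 uM) in RXFP1-transfected HEK293 cells with Ro 20174 present. EC50 from Hill-equation fits, with 29 nM porcine relaxin as 100% and buffer as basal.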
GRP78 ERSR act: induces the endoplasmic reticulum stress response in human glioma cells; U87-MG GRP78 promoter luciferase reporter, 16 h; Potency, µM, for inactives: top-dose activation, most hits filed as activators; hit rate 0.02% among 420,000; AID 602332; also: potency is read from the fitted curve at half-maximal effect; series mostly up to about 76 µM; % of control where 0% means no effect; nearly all actives have a fitted effect of over 35% in size
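ERSR induction read as luciferase luminescence (Bright-Glo, 10 min at room temperature) in stably transfected human U87-MG glioma cells exposed to compounds for 16 h, using GRP78 as sensor.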
USP1-UAF1 inh: USP1/UAF1 (human) deubiquitinase inhibition. O94782. recombinant USP1/UAF1, Ub-Rhodamine cleavage fluorescence. Potency, µM (doses to about 57.1 µM), inactives show at the top dose activity change, negative = inhibition, hits mostly inhibitors. hit rate 0.23% among 390,000. AID 743255; also: potency is read from the fitted curve at half-maximal effect; % is scaled to controls: 0 for no effect and ±100 for the full control effect; nearly all actives have a fitted effect of over 60% in size; inactives centre near -12
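1 nM enzyme complex + cpd, 15 min RT; start with Ub-Rho 150nM final; kinetic fluorescence ex 480/em 540, 6 reads q60 s. Buffer 50mM HEPES pH 7.8, 0.5mM EDTA, 0.1 mg/ml BSA, 1mM TCEP, 0.01% Tween-20.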
TrxR1 substrate: substrates of rat thioredoxin reductase 1; purified TrxR1 substrate turnover, NADPH consumption readout; AID 588456; hit rate 0.01% among 390,000; O89049; Potency, µM (highest dose often 114 µM), for the others: at the highest dose activity change, negative = substrate turnover; also: potency is read from the fitted curve at half-maximal effect; % is scaled to controls: 0 for no effect and ±100 for the full control effect; nearly all actives have a fitted effect of over 50% in size
Target sequence (O89049 whole entry, looked up): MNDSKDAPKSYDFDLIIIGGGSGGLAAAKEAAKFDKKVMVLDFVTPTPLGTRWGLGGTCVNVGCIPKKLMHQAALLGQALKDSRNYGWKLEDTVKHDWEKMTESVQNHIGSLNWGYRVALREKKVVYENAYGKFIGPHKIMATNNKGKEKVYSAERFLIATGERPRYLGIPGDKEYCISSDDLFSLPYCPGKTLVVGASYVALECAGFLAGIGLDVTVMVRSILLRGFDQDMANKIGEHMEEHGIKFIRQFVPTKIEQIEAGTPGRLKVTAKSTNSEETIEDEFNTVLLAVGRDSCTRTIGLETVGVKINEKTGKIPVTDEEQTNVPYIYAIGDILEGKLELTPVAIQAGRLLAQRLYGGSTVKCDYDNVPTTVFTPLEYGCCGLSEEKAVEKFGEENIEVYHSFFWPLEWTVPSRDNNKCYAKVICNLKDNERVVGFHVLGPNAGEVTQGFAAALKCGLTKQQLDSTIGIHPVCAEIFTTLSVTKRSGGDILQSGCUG
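Rat TrxR1, dispensed at 90 nM, was prereduced with 400 uM NADPH (final) for 5 min at ~22 deg C, then incubated with compound 15 min before 400 uM selenite. A first-read NADPH fluorescence drop versus no-compound background flagged substrates.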
LDHA block: inhibitors of human lactate dehydrogenase A | P00338 | purified LDHA, NADH/diaphorase-resazurin fluorescence; active compounds read low | activity change, % (values are at about 110 or 230 µM) | hit rate 0.15% among 480,000; in the data active = activity change below about -30%; inconclusive = mostly about -25% to -30%;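 also: plate controls were DMSO wells for no effect and wells without enzyme for full effect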
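Resorufin fluorescence (ex540/em590), read at 0 and 20 min after diaphorase/resazurin addition, reports the NADH left after a 5 min room-temperature reaction of 2 nM human LDH5 with 0.06 mM NADH and 0.2 mM pyruvate.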
PI4K2A block: blocks human PI4K2A kinase activity; purified PI4K2A, ADP-Glo luminescence, 1 h; active compounds read low; activity change, negative = inhibition, % at 76.9 µM; hit rate 0.13% among 420,000; AID 1346378; in the data active = activity change below about -50%; inconclusive = mostly about -30% to -49%;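 also: -100% = wells without enzyme as full effect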
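Compounds are screened against recombinant PI4K2A using PI as substrate and ATP, the latter dispensed at 300 microM. Reactions run one hour at ambient temperature before ADP-Glo detection; full inhibition defined by wells lacking enzyme.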
Vif-APOBEC3G blk: Vif-A3G binding inhibition; hit rate 0.076% among 410,000; HeLa A3G-eYFP + Vif (tagged APOBEC3G with the HIV-1 protein that degrades it), YFP fluorescence, overnight; Q9HC16; Potency, µM (series often up to 46.1 µM), for the others: at the top dose activity, negative = active, most hits filed as inhibitors;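 also: potency is read from the fitted curve at half-maximal effect; % is scaled to controls: 0 for no effect and ±100 for the full control effect; nearly all actives have a fitted effect of over 60% in size; hits raise eYFP signal because A3G escapes Vif-driven loss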
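Read-out is eYFP fluorescence (Ex 488/Em 500-530) from Vif-expressing HeLa A3G-eYFP cells; more signal means A3G escaped Vif-mediated degradation. Cells plated overnight, compound pinned in, incubated overnight at 37 deg C.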
Numbers without * were called inactive; ? = inconclusive; nt = not tested or not shown; & = joins results of further samples; [ ] = remark or other dose. Unless noted, calls follow the shape of the dose curve; as a rule, active = well fitted curve in the direction sought with a large enough effect; inconclusive = small, poorly fitted or top-dose-only effect, or another doubt; inactive = no such curve, though single readings can be large; an effect the other way counts as inactive or inconclusive.

SMILES | mIDH1 inhibitor | Vif-A3F inh | RXFP1 ag | GRP78 ERSR act | USP1-UAF1 inh | TrxR1 substrate | LDHA block | PI4K2A block | Vif-APOBEC3G blk
COc1ccccc1NC(=O)c1cc(-c2ccc(OC)c(OC)c2)nc2ccccc12 | -1% | 12% | 3.3% | -4% | -5% | 15% | -6 | -5 | 2%
COCc1cc(=O)[nH]c(SCC(=O)N2CCOCC2)n1 | -5% | 2% | -0.3% | -1% | -21% | 1% | -4 | -1 | 0%
Cc1ccc(S(=O)(=O)N2CCN(Cc3nc4sc5c(c4c(=O)[nH]3)CCCC5)CC2)cc1 | -1% | -22% | 1.6% | -6% | -19% | 1%[57.1 µM] | -5 | 0 | 0%
Cc1ccccc1Oc1nc2c(c(=O)n(C)c(=O)n2C)n1C | 0% | 9% | -0.9% | -7% | -7% | 14%[57.1 µM] | -4 | -1 | 5%
CCOc1ccccc1NC(=O)CN(c1ccc(C)cc1)S(=O)(=O)c1c(C)n[nH]c1C | -1% | 0% | 2.3% | -14% | -20% | -11% | 2 | 0 | 2%
CC1CCCN(Cc2nc3c(c(=O)n(C)c(=O)n3C)n2Cc2ccc(Cl)cc2)C1 (stereo not drawn) | -3% | 7% | 1.6% | -2% | -9% | 7% | -1 | 4 | -4%
O=C(O)c1ccc2c(=O)n3c(nc2c1)/C(=C/c1ccc(OC(F)F)cc1OC(F)F)CC3 | 5% | 16% | -0.5% | ? | ? | 7% | -2 | 2 | -11%
Cc1ccc(N2C(=O)C3C4C=CC(CNC(=S)N5CCN(c6ccccc6)CC5)(O4)C3C2=O)cc1 (stereo not drawn) | 2% | -9% | 9.3% | -2% | -4% | 0% | -2 | -1 | -1%
Cc1ccc(S(=O)(=O)N2CCCCC2)cc1NC(=O)CSc1ncccn1 | 0% | 3% | 1.3% | 2% | -2% | 11% | -1 | -8 | 3%
CC(C)COc1cccc(C(=O)Nc2ccc(S(=O)(=O)N3CCOCC3)cc2)c1 | 0% | 0% | 3.8% | -4% | ? | 4% | 1 | -3 | 0%
COc1ccc(C(=O)C2CCCN(S(=O)(=O)N(C)C)C2)c(C)c1 (stereo not drawn) | -5% | -15% | 2.2% | -4% | -4% | 2% | -1 | -4 | 3%
CCN(CC)CCNc1nc2c(c(=O)[nH]c(=O)n2C)n1CC(O)COc1ccc(Cl)cc1Cl (stereo not drawn) | 1% | 2% | -1.2% | -3% | -20% | -4% | -7&-5 | -1 | 0%
O=C(COC(=O)/C=C/c1cccc(Br)c1)NC1CCCC1 | -3% | 4% | nt | -3% | -4% | 10% | 1 | -8 | 0%
CCc1nnc(NC(=O)CSc2nnnn2-c2cccc(C(C)=O)c2)s1 | -5% | -1% | 1.1% | -3% | -2% | 5%[0.0914 µM] | -8 | -5 | 0%
Cc1ccc(S(=O)(=O)CCN2CCN(c3ccccn3)CC2)cc1 | 0% | 5% | -0.2% | -6% | -4% | 14%[57.1 µM] | -3 | 0 | -2%
CC(=O)Nc1ccc(-c2ccnc3c2CC(C)(C(=O)NCCC(F)(F)F)O3)cc1 (stereo not drawn) | nt | nt | nt | -3% | nt | nt | -5 | 5 | -25%
CN(CCOc1ccc(Br)cc1)CC(=O)Nc1cccc(S(=O)(=O)NC2=NCCC2)c1 | -8% | 4% | 0.3% | -2% | -22% | -3% | 1 | 4 | 1%
CCn1c(SCC(=O)NCCOc2ccccc2)nc2ccccc2c1=O | 5% | 0% | ? | -2% | -30% | 0% | -6 | -2 | -3%
COCC(C)n1c(SCC(=O)NNC(=O)c2ccccc2)nc2ccccc2c1=O (stereo not drawn) | 0% | 8% | 1.3% | -3% | -10% | 1% | -9 | -1 | -1%
CCCc1c(C)c2ccc(OCC(C)=O)cc2oc1=O | 3% | -1% | -1.4% | 0% | -14% | 197%[activator] | -5 | -2 | 1%
CCC(C)n1c(SCC(=O)NC2CC2)nc2ccccc2c1=O (stereo not drawn) | 7% | -7% | nt | -3% | -17% | nt | -1 | 3 | 3%
COCc1cc(=O)n2[nH]c(C)c(-c3ccc(Cl)cc3)c2n1 | -7% | 0% | nt | -1% | -14% | nt | -1 | -6 | -1%
Cc1cccc(Nc2nc(N)c([N+](=O)[O-])c(N3CCN(C)CC3)n2)c1 | -2% | -12% | 3.2% | -9% | -1% | -6% | -3 | -1 | 4%
COc1cc(OC)nc(-n2ncc(Br)c(Br)c2=O)n1 | 2% | 3% | 15% | -13% | -24% | 6% | 0 | -7 | -1%
O=C1C(=Cc2ccncc2)CCCc2ccccc21 | 9% | -3% | nt | 3% | -9% | nt | -5 | -5 | -9%
Next section
SMILES | mIDH1 inhibitor | Vif-A3F inh | RXFP1 ag | GRP78 ERSR act | USP1-UAF1 inh | TrxR1 substrate | LDHA block | PI4K2A block | Vif-APOBEC3G blk
Cc1nn(-c2ccccc2)c(N)c1Sc1cccc([N+](=O)[O-])c1 | -2% | 1% | -0.2% | 3% | -24% | -5% | -2 | 0 | 0%
CCOC(=O)c1sc(=S)[nH]c1C | 6% | -1% | nt | -3% | -18% | -10% | -3 | -2 | 0%
CCOC(=O)C1=C(C)N(CC(C)C)C(=O)/C1=C\c1cccs1 | 10% | ? | -1.0% | -8% | -12% | -5% | -5 | 2 | -1%
O=C(c1noc2c1CCCCC2)N1CCN(c2cccc(C(F)(F)F)c2)CC1 | 10% | -10% | -1.5% | -4% | -23% | -12% | -6 | -3 | 10%
COc1ccccc1N(CC(=O)Nc1ccc(Br)cc1F)S(=O)(=O)c1cccs1 | 0% | 9% | -0.3% | 0% | -13% | -5% | -5 | 1 | 1%
CC(C)N(C(=O)[C@H]1C[C@H](CC(=O)NCCc2ccccn2)C(=O)N2CCc3c([nH]c4cc(-c5ccco5)ccc34)[C@]12C)C(C)C | 0% | -21% | nt | 0% | -27% | 19% | -6 | -2 | -6%
CC(C)(C)NC(=O)NC(=O)COc1ccccn1 | 10% | 6% | -3.3% | -4% | -12% | 4% | -8 | 3 | 2%
COc1cc(C(C)=O)ccc1OCC(=O)NCC1(N2CCCCC2)CCCCC1 | -3% | 1% | 0.2% | -2% | -15% | -10% | -1 | 2 | -3%
CCOC(=O)c1cc(=O)c2ccc(OCC(=O)Nc3ccc(F)cc3)cc2o1 | -3% | -1% | 4.1% | -4% | -12% | 0% | -3 | 3 | 0%
CN(c1ccccc1C(=O)N1CCOCC1)S(C)(=O)=O | 9% | 2% | 0.0% | -7% | -16% | -1% | -1 | 3 | 0%
CCOC(=O)N1CCN(c2nc(-c3ccc(OC)cc3)no2)CC1 | 1% | -10% | -1.6% | 3% | -15% | 13%[57.1 µM] | -8 | 3 | 0%
CC(C)C[C@@H](CNCC(=O)[C@H](CC(=O)O)NC(=O)c1[nH]cnc1C(=O)N[C@H](CN)CC(C)C)NC(=O)c1nc[nH]c1C(=O)N[C@@H](C)C(=O)O | 8% | 0% | nt | -3% | -18% | 0% | 7 | 2 | 2%
O=C(COC(=O)c1cc([N+](=O)[O-])ccc1NCc1ccccc1)NCc1ccccc1Cl | 3% | -2% | 8.0% | -2% | -24% | 6% | -7 | -3 | -3%
COCCCNC(=O)COc1ccc(Cl)c(C)c1 | 9% | -4% | 0.2% | 1% | -5% | -3% | -6 | -4 | -2%
O=C1C(=O)N(CCCO)C(c2ccccc2)/C1=C(\O)c1ccc(Br)cc1 (stereo not drawn) | 1% | 1% | 10.0% | 1% | -24% | -3% | 0&-5 | -1 | -2%
CCCn1c(SCC(=O)Nc2ccc(C)c(S(=O)(=O)N3CCOCC3)c2)n[nH]c1=O | -4% | -5% | -2.4% | -6% | -2% | -7% | -3 | -4 | 1%
Cc1nn(-c2ccccc2)c(C)c1/C=N/NC(=O)CSc1nnc(-c2ccccc2)n1-c1ccc(Cl)cc1 | -2% | -2% | -0.8% | -4% | -11% | -5% | -3 | -1 | -1%
CN(C(=O)c1cc2c(=O)oc3ccccc3c2s1)c1ccc(F)cc1 | 0% | -3% | 0.7% | 0% | -5% | 4%[2.29 µM] | -4 | -2 | 3%
C[C@@H]1CN([C@@H](C)CO)C(=O)CCCn2nncc2CO[C@H]1CN(C)C | 2% | -1% | nt | -1% | -19% | nt | -5 | 0 | 1%
COc1ccc(CCNC(=O)C/C(C)=N/NC(=O)Cc2cccc3ccccc23)cc1OC | 0% | -3% | 0.4% | -5% | 9% | 5%[57.1 µM] | -2 | 2 | -2%
C/C(=N\NC(=O)COc1ccc(C(C)(C)C)cc1)c1ccc2c(c1)OCCO2 | -3% | -14% | -2.5% | 0% | -22% | -11% | -2 | 6 | 2%
COc1ccc(-c2csc(N(CCCN(C)C)C(=O)c3ccc(C)cc3)n2)cc1 | -3% | 1% | 1.3% | -1% | -24% | 6% | 2 | 8 | 6%
CC(=O)OCCn1c([N+](=O)[O-])cnc1C=[N+]([O-])C1CCCCC1 | -4% | -1% | nt | 0% | -10% | nt | 2 | 0 | -2%

Complete entries from above. Order of screens: mIDH1 inhibitor | Vif-A3F inh | RXFP1 ag | GRP78 ERSR act | USP1-UAF1 inh | TrxR1 substrate | LDHA block | PI4K2A block | Vif-APOBEC3G blk
CN(c1ccccc1C(=O)N1CCOCC1)S(C)(=O)=O across the screens: 9% | 2% | 0.0% | -7% | -16% | -1% | -1 | 3 | 0%
C/C(=N\NC(=O)COc1ccc(C(C)(C)C)cc1)c1ccc2c(c1)OCCO2 across the screens: -3% | -14% | -2.5% | 0% | -22% | -11% | -2 | 6 | 2%

A portion of the library; rates above refer to the full screens.
